HTR2A ag = mouse Htr2a agonists via beta-arrestin recruitment, primary screen, cell-based, luminescence; 5-hydroxytryptamine receptor 2A (Mus musculus), P35363; CHO-K1 mHTR2A beta-arrestin complementation; percent of 30 µM serotonin response; activation, % at 7.6 µM; 360,000 tested, 0.66% active; AID 624169, 2012;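 active = activation above a run cutoff, the mean activation of all tested compounds plus 3 SD, cut at about 14% in these data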;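 note: 0% = plate median of compound wells and 100% = 30 µM serotonin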
HIF-2a inh = HIF-2a reporter inhibitors, primary screen, luminescence, 786-0 RCC cells. 786-0 RCC cells HIF-2a reporter, luciferase luminescence, overnight. inhibition, % at 18.8 µM. 360,000 tested, 0.72% active;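 active = inhibition of the luminescence signal of 40% or more relative to plate controls, in a single-dose primary screen at 18.75 µM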
Peg3 prom inh = Peg3 promoter-driven luciferase inhibitors, primary screen, cell-based, HeLa, luciferase luminescence | HeLa PEG-Prom luciferase reporter, overnight | 360,000 tested, 1.7% active | inhibition, % at 20 µM;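 active = inhibition of at least 50% at 20 µM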
NR2E3 ag-1 = NR2E3 agonists in two-hybrid cells, primary screen, cell-based, luminescence, CHO-S, Gal4-NCOR/VP16-NR2E3 | inhibition of corepressor binding, % at 3.98 µM | luciferase | AID 602229, 2012 | 360,000 tested, 0.35% active;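 active = inhibition above the mean of all tested compounds plus 3 SD, cut at about 70% in these data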;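 note: 0% = DMSO with NR2E3 transfected cells and 100% = cells lacking NR2E3 construct; higher means lower luciferase signal from less NR2E3 corepressor binding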
Target sequence (Q9Y5X4 whole entry, looked up, the tested form may be a part): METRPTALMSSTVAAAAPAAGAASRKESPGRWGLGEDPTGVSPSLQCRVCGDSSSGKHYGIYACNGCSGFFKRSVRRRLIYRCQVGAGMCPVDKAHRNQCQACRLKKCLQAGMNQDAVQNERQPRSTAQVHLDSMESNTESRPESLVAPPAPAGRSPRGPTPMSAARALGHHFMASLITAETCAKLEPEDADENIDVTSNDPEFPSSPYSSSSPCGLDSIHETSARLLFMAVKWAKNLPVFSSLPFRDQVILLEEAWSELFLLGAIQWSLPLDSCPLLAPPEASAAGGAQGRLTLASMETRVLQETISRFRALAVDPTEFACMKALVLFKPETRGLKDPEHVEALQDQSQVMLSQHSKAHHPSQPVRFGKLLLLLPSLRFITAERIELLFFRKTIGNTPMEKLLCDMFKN
Shn3 inh set2 = reduction of Shn3 3'UTR firefly luciferase signal, primary screen, Schnurri-3 inhibitor project, cell-based, Clone20 osteoblasts, set 2 | Clone20 osteoblast Shn3 3'UTR firefly luciferase, 24 h | inhibition, % at 12.5 µM | 360,000 tested, 0.52% active | AID 588674, 2011;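 active = mean inhibition of at least 75% with every replicate also reaching 75%; inconclusive = mean inhibition at least 75% but some replicate below; inactive = mean inhibition below 75%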;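 note: 0% = median of neutral control wells and 100% = pilot-screen positive control compound; some compounds past the cut are filed as inactive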
NR2E3 ag-2 = inhibitors of NR2E3-RetCOR corepressor binding, primary screen, NR2E3 agonist project, biochemical, TR-FRET, GST-NR2E3, biotin-RetCOR | 1536-well | AID 2300, 2010 | 320,000 tested, 0.12% active | Photoreceptor-specific nuclear receptor (Homo sapiens), Q9Y5X4 | inhibition of corepressor binding, % at 4.78 µM;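 active = percent inhibition above the cutoff of mean plus 3 SD of all tested compounds, set per screening campaign, cut at about 20% in these data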;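 note: 0% = DMSO wells and 100% = biotin wells as full block of FRET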
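Test system – NR2E3–RetCOR corepressor complex · Quantity – NR2E3 fusion 1.35 nM · Buffer or medium – Tris pH 7.5 · Incubation – Compound–protein incubation for 5 h at 4 °C · Technique – TR-FRET, Eu(K)-anti-GST donor, streptavidin-D2 acceptor, ex 340, em 617/671 nm · Evaluation – percent inhibition of 671/617 nm emission ratio versus biotin and DMSO controls · Plate – 1536-well format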
CaV13 FRET inh = Disruptors of the CACNA1D IQ motif to Ca2+-dependent inactivation inhibitor domain association, primary screening, Förster resonance energy transfer in intact living …; HEK cells, CFP/YFP FRET ICDI-IQ, plate reader, 10 min; percent FRET-ratio fall versus neutral wells; inhibition, % at 12.3 µM; 340,000 tested, 0.098% active; AID 743397;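 active = mean replicate inhibition of at least 30% and at least 1% of replicates passing that level; inconclusive = only one of the two criteria is met; inactive = neither criterion is met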;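 note: 0% = median of the neutral control wells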
Cardio protect = cardioprotection against H2O2-induced cell death, primary screen, uHTS, H9c2 cells, ATPLite luminescence | H9c2 cardiomyocytes, H2O2 injury protection, 2 h | protection from H2O2 cell death, % at 20 µM | 360,000 tested, 0.63% active | AID 588492, 2011;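 active = compounds giving at least 50% protection of heart cells from peroxide-induced death in the single-dose screen, raw or plate-pattern-corrected value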;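 note: 0% = DMSO wells with peroxide and 100% = DMSO wells without peroxide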
PDI turbidity = inhibitors of human PDI, primary screen, biochemical, turbidity, single point, plate reader; Protein disulfide-isomerase (Homo sapiens), P07237; PDI insulin aggregation turbidity, A650, 90 min; inhibition, % at 10 µM; 350,000 tested, 0.052% active;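 active = mean inhibition across replicates of 30% or more, whatever share of single replicates reach that level; inconclusive = mean inhibition below 30% while every single replicate reaches 30%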;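 note: absorbance from insulin aggregation driven by PDI reduction with DTT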
Target sequence (P07237 whole entry, looked up): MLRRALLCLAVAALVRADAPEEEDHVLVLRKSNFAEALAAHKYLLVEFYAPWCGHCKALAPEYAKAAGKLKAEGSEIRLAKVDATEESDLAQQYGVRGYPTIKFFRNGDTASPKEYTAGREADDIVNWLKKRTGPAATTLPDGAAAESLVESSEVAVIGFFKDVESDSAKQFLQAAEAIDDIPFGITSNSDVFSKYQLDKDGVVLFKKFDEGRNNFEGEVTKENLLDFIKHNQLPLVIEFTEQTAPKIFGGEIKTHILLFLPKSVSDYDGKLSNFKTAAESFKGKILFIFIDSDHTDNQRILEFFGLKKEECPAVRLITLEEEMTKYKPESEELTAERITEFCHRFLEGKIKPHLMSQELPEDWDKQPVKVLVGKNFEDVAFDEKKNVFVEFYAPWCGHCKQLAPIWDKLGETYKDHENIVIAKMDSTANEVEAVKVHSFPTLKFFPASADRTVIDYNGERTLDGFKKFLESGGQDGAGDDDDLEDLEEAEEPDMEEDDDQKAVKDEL
iPSC survival up = enhancers of single-cell hiPSC survival, primary screen, ATPlite luminescence; survival enhancement, % at 20 µM; 360,000 tested, 0.044% active; AID 602274, 2012; 100% = ROCK inhibitor wells, 0% = DMSO; in the data active = survival enhancement above about 18%;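 note: cells exposed to compounds for 16 hours before the ATP read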
MITF TRPM1 inh = inhibitors of MITF-dependent TRPM1 promoter reporter, primary screen, cell-based, SK-MEL-5, single point, luciferase; SK-MEL-5 TRPM1 promoter luciferase, 24 h; inhibition, % at 12.5 µM; 330,000 tested, 0.83% active; AID 488899, 2010;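 active = mean inhibition across replicates of 60% or more, whatever share of single replicates reaches that level; inconclusive = some that reach 60%, reason not given; inactive = mean inhibition across replicates below 60%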; note: values of inactives mirror those of a sister screen read the other way
* = called active by the depositor; u = inconclusive; x = no result given.

SMILES	HTR2A ag	HIF-2a inh	Peg3 prom inh	NR2E3 ag-1	Shn3 inh set2	NR2E3 ag-2	CaV13 FRET inh	Cardio protect	PDI turbidity	iPSC survival up	MITF TRPM1 inh
CC1C(=O)N(Cc2cn(Cc3ccco3)nn2)CCS(=O)(=O)N1Cc1ccc(-c2ccc(F)nc2)cc1 (configuration not stated)	0.6	-5.6	1.7	-4.8	11.4	x	-5.1	-11.6	4.7	-2.2	x
CCCCN(CC)CCCNC(=O)c1cc2c(=O)[nH]c3ccccc3c2s1	-7.0	-9.2	-7.4	-6.5	21.9	-1.1	-3.0	1.4	2.9	-0.3	-35.8
CCCCNC(=O)C1(C)CCCCN1C(=O)c1ccc(F)cc1Cl (configuration not stated)	0.4	18.9	3.3	-23.7	9.6	x	-2.1	5.3	-34.4	1.5	x
Cc1cc(S(=O)(=O)N2CCN(c3ncccn3)CC2)ccc1-n1cnnn1	0.2	10.5	18.9	-2.5	15.7	-3.4	x	-8.7	-4.5	-1.0	-5.3
COc1ccccc1NC(=O)c1nnn(CC(=O)Nc2cccc(SC)c2)c1N	2.3	-19.9	0.4	-7.3	0.6	0.9	-6.6	-8.1	21.1	-1.0	5.9
COc1ccc(N2C(=O)CCC(C(=O)N3CCN(c4ccccn4)CC3)C2c2ccc(F)cc2)cc1 (configuration not stated)	2.5	18.7	13.9	8.4	-13.8	1.4	-4.2	20.0	-2.5	0.8	-5.8
CCOC(=O)c1cc(C(=O)NN)c(=O)[nH]c1C	-2.3	-4.5	11.1	7.0	-24.0	-0.9	5.4	1.7	18.0	-0.5	-2.6
CCCCC1=CC2=C(c3ccco3)C(=O)C(C)(OC(=O)c3ccc(OC)cc3)C(=O)C2=CN1CC(C)C (configuration not stated)	9.7	1.5	-7.1	-10.9	-14.4	10.6	-10.5	-3.3	-5.6	7.0	-7.0
Cc1ccc2nc(SCC(=O)Nc3nnc(SCC(N)=O)s3)[nH]c2c1	3.0	-3.3	8.7	-0.3	1.9	0.7	-5.0	-0.7	-1.4	1.7	25.6
O=C(CSc1ccc2nnc(-c3cccc(F)c3)n2n1)N1CCCc2ccccc21	-2.2	17.6	28.9	7.5	27.4	2.7	-6.0	31.2	0.4	-1.5	-18.6
COc1ccc2cc(C(c3nnnn3C3CCCCC3)N3CCCCCC3)c3nnnn3c2c1 (configuration not stated)	-3.2	0.9	9.5	-5.5	4.7	-0.4	0.5	-3.9	-7.4	-2.7	5.6
CS(=O)(=O)c1ccc(C(=O)OCC(=O)N2CCCc3ccccc32)cc1	-4.4	3.6	-3.4	7.5	3.3	2.2	-4.2	2.6	-3.3	1.8	4.7
Nc1ccc(C(=O)n2c3ccccc3c3ccccc32)cc1	-6.8	77.9*	-3.7	31.9	52.3	3.4	-5.1	1.9	-0.9	-2.5	55.2
O=C(COc1ccc(-n2cnnn2)cc1)Nc1ccc(Br)cc1F	9.1	-24.5	-6.2	-42.0	-0.7	x	-13.9	0.0	-1.2	-0.2	2.1
COc1ccc2c(=O)c(N3C(=O)c4ccccc4C3=O)coc2c1	1.4	1.8	4.0	-21.1	2.7	-1.6	-3.2	-0.3	-6.1	1.0	2.0
COc1ccccc1NC(=O)c1cc(Cl)nnc1Cl	1.2	4.8	8.6	-2.4	16.7	0.5	-1.8	-1.3	2.2	-2.6	8.5
N#CCCN(C(=O)c1cc2c(s1)-c1ccccc1S(=O)(=O)C2)c1ccccc1	0.9	19.8	16.4	6.6	-12.3	1.8	-4.6	3.2	-2.1	-0.5	-5.4
COc1cc(C2Nc3cccc4cccc(c34)N2)ccc1O	-6.7	15.1	-2.8	-8.1	3.5	1.1	-1.9	2.0	-1.5	-0.3	-12.7
COc1ccccc1N1CCN(C(=O)c2ccc(CS(=O)(=O)c3ccccc3OC)o2)CC1	-0.6	19.9	28.7	33.0	-0.2	1.7	-4.4	24.2	5.4	-1.8	2.0
CCOC(=O)c1c(/N=C/c2cccc([N+](=O)[O-])c2O)sc2c1CCC2	0.4	13.3	0.1	-18.8	-0.8	1.4	-11.4	2.4	3.4	0.1	10.4
COc1ccc(-n2cccc2/C=C2\C(=N)N3N=C(c4ccco4)SC3=NC2=O)cc1	-0.1	20.5	11.8	-27.6	-15.2	2.1	-5.1	-6.2	-7.9	3.0	11.6
COc1cc(/C=N/NC(=O)c2nnn(-c3nonc3N)c2C(C)C)ccc1O	4.8	3.2	6.6	-16.9	4.3	-2.0	-4.8	0.3	1.7	0.6	-10.7
CCOc1ccc(C(=O)NC(C(=O)NCCc2ccc(S(N)(=O)=O)cc2)C(C)C)cc1 (configuration not stated)	-2.9	8.3	3.4	-15.7	-8.6	1.4	-5.1	-2.3	-5.3	0.5	5.7
O=C(Nc1ccc(S(=O)(=O)Nc2ncccn2)cc1)c1ccc(S(=O)(=O)N2CCCC2)cc1	1.3	0.7	11.7	-4.9	-5.9	4.5	-3.7	7.4	-1.4	4.3	-1.8
CC1CCCCN1CCCNC(=O)c1ccc2c(c1)NC(=O)CN2C (configuration not stated)	5.8	8.1	-1.2	0.7	-34.0	x	-10.4	2.7	1.9	-2.2	x
CCC(C)N1CCN(C(=O)C2CCN(S(=O)(=O)c3c(C)noc3/C=C/c3ccco3)CC2)CC1 (configuration not stated)	-1.3	9.5	-7.2	-5.4	-14.3	-0.6	-3.3	1.7	1.9	0.0	36.0
O=C(O)c1cccc(S(=O)(=O)N2CCCC(c3nc4c(nnn4Cc4ccccc4Cl)c(=O)[nH]3)C2)c1 (configuration not stated)	2.8	3.8	-5.9	0.4	-26.5	0.9	-5.3	1.1	-3.0	-0.2	-2.3
CCC(=O)NC(=S)Nc1ccc(NC(=O)c2ccc([N+](=O)[O-])cc2Cl)cc1	3.6	14.3	9.8	-20.2	-16.2	-2.8	-1.6	1.3	-1.4	0.4	-5.8
CCOCCCNC(=O)CN1CCN(Cc2ccc(Cl)cc2)C1=O	-0.5	16.3	0.7	9.1	6.0	-3.1	-13.2	-2.9	17.3	-0.2	8.8
COc1ccc(C2C(=O)c3ccccc3C2=O)cc1OC	3.1	-126.6	-61.5	8.1	-33.3	-2.8	-3.7	-7.7	1.8	-2.9	-26.1
O=C(COc1ccc(Cl)cc1)Nc1nc(-c2cccs2)cs1	0.9	-48.7	-38.8	-24.3	1.2	1.9	-5.4	-4.5	3.9	6.3	-9.3
Cn1nccc1C(=O)N1CCCC(Nc2ccc(F)cc2)C1 (configuration not stated)	-1.5	9.0	10.7	-10.9	-1.0	0.0	-4.2	-2.9	1.4	-0.3	9.4
Cc1nn(Cc2cccc(C(=O)Nc3ccn(Cc4ccccc4)n3)c2)c(C)c1[N+](=O)[O-]	3.2	-5.3	20.3	-11.8	14.5	-2.9	-7.2	8.7	-8.0	4.9	5.4
CCCCn1c(-c2cccs2)nc2oc3ccccc3c(=O)c2c1=O	0.6	-15.7	-22.8	-9.7	13.1	-1.2	-4.1	10.8	0.3	0.1	-10.4
Cc1ccccc1NC(=O)CSc1nnc(-c2ccco2)n1N	4.9	9.4	14.2	-1.7	6.2	8.5	-2.8	7.1	0.3	-0.2	0.0
Cc1nn(-c2cc(C(F)(F)F)ccc2Cl)c2nc(C(Cl)(Cl)Cl)[nH]c(=O)c12	-0.2	15.8	19.3	18.4	2.8	-2.3	-2.0	-7.2	6.0	-0.3	6.3
Cc1ccc(NC(=O)C2CCCC2)c(Br)c1	-0.7	-116.9	-83.8	-4.0	-16.0	5.0	-4.4	-1.4	-17.0	-0.7	-1.0
CCCn1c(SCC(=O)NC(C)c2ccccc2)n[nH]c1=O (configuration not stated)	0.1	17.8	-10.1	-3.1	-7.7	1.7	3.6	0.1	0.5	-0.4	-6.9
C=CCN(CC=C)S(=O)(=O)c1ccc(NC(=S)NC(=O)/C=C/c2ccc(C)cc2)cc1	0.1	12.1	6.2	-4.3	6.0	-0.3	-0.2	-12.2	-2.3	3.3	13.9
CCOc1cc(N2CCOCC2)c(OCC)cc1NC(=O)Cc1ccccc1OC	5.0	16.3	13.3	4.7	-13.9	-1.8	x	-19.2	u	0.7	13.3
CSCc1cc(N(C)c2ccccc2)nc(-c2ccccc2)n1	-6.4	0.9	21.4	-44.6	12.4	1.8	-9.2	-3.0	0.8	-0.6	9.4
COCC(=O)Nc1ccc(OCc2ccccc2)cc1	-3.7	-139.5	-82.6	-73.6	2.0	-1.2	-2.7	-3.6	-6.1	1.7	-73.9
O=C(NCC1CCCO1)c1nc2c(nnn2Cc2ccccc2Cl)c(=O)[nH]1 (configuration not stated)	-3.3	20.2	2.1	5.5	-0.2	2.5	-7.6	-5.1	-3.7	-0.3	4.8
Cc1cccc(-n2nnc(C(=O)NCc3ccccn3)c2N)c1	0.2	-29.4	-30.1	4.2	16.7	-3.1	-8.5	2.1	-6.2	0.8	-22.6
COc1ccc(Cl)cc1NC(=O)CN(C)C(=O)COc1ccccc1F	7.7	8.0	6.7	35.0	0.5	2.1	-4.5	-4.9	-6.0	-2.7	3.5
N#C/C(=N\Nc1cccc(F)c1)C(=N)N1CCCCCC1	-6.3	-285.9	-256.9	-141.4	-59.0	-4.6	-6.4	-8.8	13.0	-0.9	-83.3
COc1ccccc1-c1ccc(SCC(=O)NCCc2ccccc2)nn1	-5.4	11.9	2.8	-3.8	2.7	-3.0	-2.6	-2.5	3.0	1.7	-1.5

High-throughput results as filed in PubChem.
